Lipid storage S3 = qHTS Assay for Lipid Storage Modulators in Drosophila S3 Cells; Drosophila S3 cells, BODIPY lipid droplet fluorescence, 18-24 h; cells fed with added oleic acid; Potency in µM for hits, for the others lipid storage change, negative = inhibition, % at the top dose, mostly 46.1 µM; actives 0.64% (n = 320,000); active means well fitted inhibition curve with a large enough effect in the signal ratio, with a control signal flat, not every such curve was filed as active; inconclusive means small, poorly fitted or top-dose-only effect, or effect the other way, or a change in a side signal; the % refers to the signal ratio
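Drosophila S3 cells loaded with oleic acid (400 uM, as added) and compounds at several concentrations; lipid droplets imaged by 488-nm laser-scanning cytometry, 500–530 nm intensity and object ratio to cell channel. Percent activity normalized to 20 uM Triacsin C.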
Lipid storage S3 cell count max = further read-out of Lipid storage S3, marked with its call; cell number change, %; measured here: cell count max response;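 cells counted by Cell Tracker Red CMTPX staining in the red channel; peak over a dose series mostly up to 46.1 µM; percent activity relative to internal control wells on each plate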
* = called active by the depositor; i = inactive; ? = inconclusive; . = not tested or not shown; [ ] = another dose, or the depositor's remark. On the % scale 0 is the no-effect control and ±100 the full control effect; potency means the concentration at half of the fitted maximal effect. These rows are one share of the data. The share of hits here may be higher or lower than overall.

The opening 4 compounds, ahead of the listing:
SMILES	Lipid storage S3	Lipid storage S3 cell count max
CC1=NCCN1S(=O)(=O)c1c(C(C)C)cc(C(C)C)cc1C(C)C	5.6%	16.0
CCOC(=O)c1c(NC(=O)CSc2nnc(C)c(=O)[nH]2)sc2c1CCC2	-3.1%	-1.8
COc1cc(NC(=S)N2CCN(Cc3ccccc3)CC2)cc(OC)c1	6.7%	8.1
COc1ccc(C(C(=O)NC2CCCCC2)N(C(=O)CCl)c2ccc(OC)cc2)cc1 (stereo not drawn)	-19.7%	0.7

The whole of this part, from the start:
SMILES	Lipid storage S3	Lipid storage S3 cell count max
CC1=NCCN1S(=O)(=O)c1c(C(C)C)cc(C(C)C)cc1C(C)C	5.6%	16.0
CCOC(=O)c1c(NC(=O)CSc2nnc(C)c(=O)[nH]2)sc2c1CCC2	-3.1%	-1.8
COc1cc(NC(=S)N2CCN(Cc3ccccc3)CC2)cc(OC)c1	6.7%	8.1
COc1ccc(C(C(=O)NC2CCCCC2)N(C(=O)CCl)c2ccc(OC)cc2)cc1 (stereo not drawn)	-19.7%	0.7
O=C(CN1CCN(c2ccc(F)cc2)CC1)Nc1nnc(-c2ccccc2)s1	?	.
CCOCCCNC(=O)CN1C(=O)COc2ccc(S(=O)(=O)N3CCCC3)cc21	?	.
Cc1cc(C)c(Cn2cnc3ccccc32)c(C)c1	?	.
COc1ccc(F)cc1C(=O)COC(=O)c1n[nH]c(=O)c2ccccc12	?	.
CC1CN(c2nc3ccccn3c(=O)c2/C=C(\C#N)C(=O)N2CCOCC2)CC(C)O1 (stereo not drawn)	5.3%	9.1
COc1ccc(C(=O)Nc2cccc(/C=C(\CCC(=O)O)c3nc4ccccc4s3)c2)cc1	21.9%	5.8
COc1ccc(C(C)(C)C)cc1NC(=O)c1cncc(Br)c1	?	.
CCCCc1nc2cc(C(=O)NCCc3cnn(C)c3)ccc2o1	?	.
S=C(c1ccc(-c2cc(Cl)ccc2Cl)o1)N1CCOCC1	?	.
Cc1sc2nc(CSCC(=O)Nc3ccc(Cl)cc3F)[nH]c(=O)c2c1C	?	.
CC(=O)/C(N=Nc1ccc(C(=O)O)cc1[N+](=O)[O-])=C(\C)O	-10.6%	11.5
O=C(NNS(=O)(=O)c1cccc(Cl)c1)c1cc(-c2ccc(F)cc2)nc2ccccc12	i	.
COc1ccc(NC(=O)c2cccs2)cc1C(=O)N1CCN(c2ccccc2)CC1	0.2%	1.1
CCCN1CNC(=S)N(c2ccccc2C)C1	-2.8%	2.9
O=C(CN1CCC(n2nnc3cc(F)ccc32)CC1)Nc1ccccc1N1CCOCC1	?	.
Nc1ccn(CC(=O)NCc2ccc3[nH]ccc3c2)c(=O)n1	?	.
C=C(C)CSc1nnc([C@@H](NC(=O)OC(C)(C)C)C(C)CC)o1 (stereo partly drawn)	?	.
CN(C)c1nc(N)nc(-c2ccco2)n1	?	.
CCCc1cc(=O)oc2cc(OCC(=O)NCCc3ccc(S(N)(=O)=O)cc3)ccc12	i	-10.3
COc1cccc(C(C(=O)NC2CCCCC2)N(C(=O)Cc2cccs2)c2ccc(-n3cnnn3)c(OC)c2)c1 (stereo not drawn)	0.7%	13.2
Cc1[nH]n(-c2ccccc2)c(=O)c1N=Nc1ccc2c(c1)OCO2	-19.5%	-5.9

Fetched one by one from the entries so far, 3 records:
SMILES	Lipid storage S3	Lipid storage S3 cell count max
CC1=NCCN1S(=O)(=O)c1c(C(C)C)cc(C(C)C)cc1C(C)C	5.6%	16.0
CCOC(=O)c1c(NC(=O)CSc2nnc(C)c(=O)[nH]2)sc2c1CCC2	-3.1%	-1.8
CC(=O)/C(N=Nc1ccc(C(=O)O)cc1[N+](=O)[O-])=C(\C)O	-10.6%	11.5

New compounds follow:
SMILES	Lipid storage S3	Lipid storage S3 cell count max
O=c1c2sccc2nc(SCc2cc(=O)n3ccccc3n2)n1Cc1ccccn1	?	.
CC1C(=O)C(C)C(c2cc(Cl)ccc2O)NC1c1cc(Cl)ccc1O (stereo not drawn)	?	.
Cc1onc(-c2ccccc2Cl)c1C(=O)OCn1nnc2ccccc2c1=O	?	.
COc1ccc(/C=C2\COc3ccccc3C2=O)cc1OC	?	.
CC(C)(C)C(=O)OCc1nc(-c2ccc(C(F)(F)F)cc2)cs1	0.1%	3.2
Cc1ccc(COC(=O)CCN=C2NS(=O)(=O)c3ccccc32)cc1	?	.
Cc1ccc(CN2CCN(Cc3ccon3)CC2CCO)cc1 (stereo not drawn)	-25.7%	-21.4
Cc1c(NC(=O)C(C)N2C(=O)c3ccccc3C2=O)c(=O)n(-c2ccccc2)n1C (stereo not drawn)	8.9%	6.0
N#CCCn1cc(C(=O)Nc2ccc(C(=O)O)cc2)c(-c2cccs2)n1	?	.
CCOc1ccc(NC(=O)CN(C)C(=O)c2c(C)noc2C)cc1OCC	17.9%	.
CC1CN(C(=O)N2CCOCC2)CCN1C(=O)N1CCOCC1 (stereo not drawn)	13.9%	9.7
CC(C)CNC(=O)COC(=O)c1c2c(nc3ccccc13)CCC2	?	.
CCOc1ccccc1OCCOCCN1CC(C)OC(C)C1 (stereo not drawn)	14.1%	21.2
COc1ccc2[nH]cc(/C=C/c3cc[n+](C)cc3)c2c1	?	.
C=CCNc1nc2ccccc2nc1NS(=O)(=O)c1ccc(Cl)cc1	?	.
CCC(NC(=O)CCc1nnc(-c2cc(C)on2)o1)C12CC3CC(CC(C3)C1)C2 (stereo not drawn)	?	.
Cc1ccc(C(=O)NC2CCCCCCC2)cc1S(=O)(=O)N1CCOCC1	24.1%[0.0737 µM]	-21.5
CC(C)CCOCC1CC2(CC(C)(c3csc(N)n3)OC2=O)C(=O)O1 (stereo not drawn)	-6.0%	-18.6
Cc1cc2c(cc1S(=O)(=O)Nc1ccc(C(C)C)cc1)OCCN2C	13.5%	11.1
CCN1C(=O)c2ccc(C(=O)O)cc2C1=O	0.5%	5.4
CNC(=O)CN1C(=O)NC(Cc2c[nH]c3ccccc23)C1=O (stereo not drawn)	-0.7%	29.7
CCn1c(=NC(=O)COc2ccccc2)sc2cccc(F)c21	17.6%	-12.3
O=C(N1CCOCC1)N(Cc1ccco1)CC1CCCO1 (stereo not drawn)	-19.2%	-8.9
c1ccc(-c2cncnc2)cc1	i	-19.5
Clc1ccc(-n2nnnc2-c2cnc3ccccc3c2-c2ccccc2)cc1	5.2%	10.1

Further entries.
SMILES	Lipid storage S3	Lipid storage S3 cell count max
NC(N)=N/N=C/c1ccc(Cl)cc1Cl	?	.
Cc1ccc(Nc2nc(-c3ccccc3)cs2)nc1	?	.
O=C(O)c1c[nH]c(=S)n1-c1ccc(F)cc1	27.6%	-4.5
O=C(NC(=S)Nc1cccc(S(=O)(=O)NC2=NCCC2)c1)c1cc(-c2ccco2)nc2ccccc12	?	.
O=C(Nc1ccc(S(=O)(=O)N2CCOCC2)cc1)c1ccccc1Br	-22.5%	-18.0
NC(=O)c1ccccc1N=Cc1ccc2ccccc2c1	?	.
Cc1cc(C)nc(N/N=C/c2ccc3c(c2)OCCO3)n1	?	.
C=CCOC(=O)C1=C(C)NC(SCC(=O)N(CC)CC)=C(C#N)C1c1ccco1 (stereo not drawn)	?	.
COc1ccc(-c2nn3cnnc3s2)cc1OC	?	.
COC(=O)c1cc(C(=O)OC)n(Cc2ccc(C)cc2)c1C	?	.
C=C(C)CNC(=S)N1CCN(C(c2ccccc2)c2ccccc2)CC1	13.0%	18.3
CCC(=O)Nc1ccc2c(c1)nc(CN1CCCCC1)n2C	i	23.4
O=C(COC(=O)c1ccc(Cl)nc1)NCc1ccc2c(c1)OCO2	?	.
COc1ccc(/C=C/C(=O)NCCCN2CCOCC2)cc1	0.5%	6.6
COc1cc(/C=N/NC(N)=O)ccc1OCC(=O)Nc1ccc(C)c(C)c1	-7.0%	2.2
CN(C(=O)c1cc([N+](=O)[O-])ccc1NCc1cccnc1)c1ccccc1	5.6%	-21.2
COC(=O)c1ccc(CSc2nc3c(cnn3-c3ccc(F)cc3)c(=O)[nH]2)o1	?	.
Cc1ccccc1N(C(=O)CNC(=O)c1cccs1)C(C(=O)NC1CCCC1)c1ccncc1 (stereo not drawn)	?	.
CC(NC(=O)c1ccc2c(c1)OCO2)c1ccccc1 (stereo not drawn)	?	.
Clc1ccc(C2[C@H]3CN(CC4CCCCC4)[C@H](c4ccccc4)C34CC2(c2cccnc2)C4)cn1 (stereo partly drawn)	11.4%	5.6
O=C(NCCC1=CCCCC1)c1cnccn1	?	.
CSCCOC(=O)COc1ccc(/C=N/NC(=O)c2nn(C)cc2Cl)cc1	?	.
Cc1ccsc1C(=O)NNC(=S)NCC(C)C	?	.
CCC(Sc1ncccc1C(=O)Oc1cccc([N+](=O)[O-])c1)C(=O)Nc1ccccc1OC (stereo not drawn)	3.5%	-0.2
COc1ccc2cc(Br)ccc2c1CC(=O)N(C)C	?	.

The results go on:
SMILES	Lipid storage S3	Lipid storage S3 cell count max
Cc1ccc(Nc2nnc(-c3ccc4c(c3)OCO4)o2)c(C)c1	12.7%	1.3
COc1ccc(CN2CC(C(=O)NCCCN3CCN(Cc4ccccc4)CC3)CC2=O)cc1 (stereo not drawn)	-3.5%	-18.6
CCN(CC)C1CCN(C(=O)c2cc(COc3ccc(-n4cncn4)cc3)on2)C1 (stereo not drawn)	?	.
NNc1nc(N)c2c(n1)-c1ccccc1CC21CCCC1	?	.
Cc1ccc(NC(=O)C(C)OC(=O)COc2cccc(C(F)(F)F)c2)cc1 (stereo not drawn)	4.9%	3.3
CCN(CCS(=O)(=O)c1ccc(Cl)cc1)C(=O)Nc1ccc(Cl)cc1	7.4%	5.8
CC(=O)Nc1sc(C)c(C)c1C(=O)OCC(=O)N(C)C1CCS(=O)(=O)C1 (stereo not drawn)	?	.
Cc1cc(C)nc(SCCn2c(N3CCOCC3)nc3c2c(=O)[nH]c(=O)n3C)n1	3.4%	4.0
Cc1nnc(SCC(=O)N2CCCC(N3CCN(c4ccc(F)cc4)CC3)C2)o1 (stereo not drawn)	?	.
CCOc1ccc(OCCC(=O)OCC(=O)c2c(N)n(C)c(=O)n(C)c2=O)cc1	-18.0%[0.0737 µM]	3.0
COc1ccc(NC(=S)NC2CCCC2)c(OC)c1	?	.
CCOc1ccc(OCC)c(NC(=O)CCS(=O)(=O)c2ccc(C)cc2)c1	7.4%	-0.7
CC(=O)/C(=N\Nc1cccc(Cl)c1)Sc1cccc2cccnc12	?	.
Cc1sc2ncnc(N3CCC(C(=O)Nc4ccc(Cl)cc4Cl)CC3)c2c1C	?	.
CCOC(=O)c1c(NC(=O)c2cccs2)sc(C(=O)N(C)C)c1C	?	.
COc1cccc(N2CC34C=CC(O3)C(C(=O)O)C4C2=O)c1 (stereo not drawn)	?	.
C/C(=N\NC(=O)C(=O)Nc1ccc(C)c(Cl)c1)c1ccncc1	-20.2%	-13.2
COc1ccc(NC(C)C(=O)Nc2cc(C(F)(F)F)ccc2N2CCOCC2)c(OC)c1 (stereo not drawn)	?	.
COCCCNC(=O)Cn1cnc2sc(C)c(S(=O)(=O)N3CC(C)CC(C)C3)c2c1=O (stereo not drawn)	?	.
Cc1ccc(N2CC(C)Cn3c2nc2c3c(=O)[nH]c(=O)n2C)cc1C (stereo not drawn)	?	.
CCN(CCCn1c(SCC#N)nc2ccccc2c1=O)c1ccccc1	7.7%	-13.1
CCCCCn1c(CNC(C)=O)nc2ccccc21	i	16.9
CC1CCCC(C)N1C(=O)c1cc(-c2cccs2)on1 (stereo not drawn)	15.8%	9.7
O=C(NCc1nnc(SCC(=O)N2CCCc3ccccc32)o1)c1ccco1	1.4%	4.2
Cc1ccc(NC2=NC3(CCCCC3)N=C(N)N2)c(C)c1	i	.

The listing continues.
SMILES	Lipid storage S3	Lipid storage S3 cell count max
COc1ccc(OC)c(S(=O)(=O)NC2CC(=O)N(c3ccc(C)c(C)c3)C2)c1 (stereo not drawn)	?	.
COc1cc(C2C(C(=O)OC(C)C)=C(C)Nc3[nH]c(=O)[nH]c(=O)c32)ccc1O (stereo not drawn)	?	.
O=C(C1=NN[C@@H]2C(=O)N(c3cccc(F)c3)C(=O)[C@H]12)c1cnccn1	9.7%	1.5
Cc1ccc(C)c2[nH]c(=O)c(CN(Cc3ccco3)S(=O)(=O)c3ccc4c(c3)OCCO4)cc12	?	.
COc1ccc(C(=O)NC(C)c2nnc(SCc3ccc(Cl)c(Cl)c3)n2C)cc1 (stereo not drawn)	3.2%	-9.1
CC1(C)Cc2c(cnn2-c2ccccc2)C(NC(=O)CCN2CCCCO2)C1 (stereo not drawn)	?	.
O=C(O)c1ccc(-c2ccccn2)s1	?	.
CC(C)CN1CCNC(=O)C1CC(=O)NCc1cnn(-c2cccc(F)c2)c1 (stereo not drawn)	-2.5%	-8.4
COc1ccc(C)cc1NC(=O)C1CCN(C(=O)C2CC(=O)N(c3ccc(C)cc3)C2)CC1 (stereo not drawn)	?	.
N=C1/C(=C/c2cccn2Cc2ccc(F)cc2)C(=O)N=C2SC=CN12	?	.
C[C@H]1CN=C(N(C)C)N1CCCC1CCCCC1	?	.
CC1=CCC2C(=O)N(c3ccc4ccccc4n3)C(=O)C2C1 (stereo not drawn)	19.2%	.
Cc1cc(C)c(N2CCN(S(=O)(=O)N3CCCCCC3)CC2)c(C)c1	i	-9.7

Ordered by SMILES length (highest first): some entries from above.
SMILES	Lipid storage S3	Lipid storage S3 cell count max
O=C(C1=NN[C@@H]2C(=O)N(c3cccc(F)c3)C(=O)[C@H]12)c1cnccn1	9.7%	1.5
Cc1cc(C)c(N2CCN(S(=O)(=O)N3CCCCCC3)CC2)c(C)c1	i	-9.7
CC1=CCC2C(=O)N(c3ccc4ccccc4n3)C(=O)C2C1 (stereo not drawn)	19.2%	.

Screens: PubChem, National Center for Advancing Translational Sciences (NCATS)
